# BLM inh: Bloom syndrome helicase (human) inhibition. P54132. recombinant BLM DNA unwinding, fluorescence dequenching. Potency, µM (doses to about 56.1 µM), for the others: at the highest dose activity change, negative = inhibition, actives largely listed as inhibitors. hit rate 0.2% among 350,000;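 also: plate controls were vehicle for no effect and no enzyme for full effect; nearly all actives have a fitted effect of over 35% in size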
# Target sequence (P54132 whole entry, looked up): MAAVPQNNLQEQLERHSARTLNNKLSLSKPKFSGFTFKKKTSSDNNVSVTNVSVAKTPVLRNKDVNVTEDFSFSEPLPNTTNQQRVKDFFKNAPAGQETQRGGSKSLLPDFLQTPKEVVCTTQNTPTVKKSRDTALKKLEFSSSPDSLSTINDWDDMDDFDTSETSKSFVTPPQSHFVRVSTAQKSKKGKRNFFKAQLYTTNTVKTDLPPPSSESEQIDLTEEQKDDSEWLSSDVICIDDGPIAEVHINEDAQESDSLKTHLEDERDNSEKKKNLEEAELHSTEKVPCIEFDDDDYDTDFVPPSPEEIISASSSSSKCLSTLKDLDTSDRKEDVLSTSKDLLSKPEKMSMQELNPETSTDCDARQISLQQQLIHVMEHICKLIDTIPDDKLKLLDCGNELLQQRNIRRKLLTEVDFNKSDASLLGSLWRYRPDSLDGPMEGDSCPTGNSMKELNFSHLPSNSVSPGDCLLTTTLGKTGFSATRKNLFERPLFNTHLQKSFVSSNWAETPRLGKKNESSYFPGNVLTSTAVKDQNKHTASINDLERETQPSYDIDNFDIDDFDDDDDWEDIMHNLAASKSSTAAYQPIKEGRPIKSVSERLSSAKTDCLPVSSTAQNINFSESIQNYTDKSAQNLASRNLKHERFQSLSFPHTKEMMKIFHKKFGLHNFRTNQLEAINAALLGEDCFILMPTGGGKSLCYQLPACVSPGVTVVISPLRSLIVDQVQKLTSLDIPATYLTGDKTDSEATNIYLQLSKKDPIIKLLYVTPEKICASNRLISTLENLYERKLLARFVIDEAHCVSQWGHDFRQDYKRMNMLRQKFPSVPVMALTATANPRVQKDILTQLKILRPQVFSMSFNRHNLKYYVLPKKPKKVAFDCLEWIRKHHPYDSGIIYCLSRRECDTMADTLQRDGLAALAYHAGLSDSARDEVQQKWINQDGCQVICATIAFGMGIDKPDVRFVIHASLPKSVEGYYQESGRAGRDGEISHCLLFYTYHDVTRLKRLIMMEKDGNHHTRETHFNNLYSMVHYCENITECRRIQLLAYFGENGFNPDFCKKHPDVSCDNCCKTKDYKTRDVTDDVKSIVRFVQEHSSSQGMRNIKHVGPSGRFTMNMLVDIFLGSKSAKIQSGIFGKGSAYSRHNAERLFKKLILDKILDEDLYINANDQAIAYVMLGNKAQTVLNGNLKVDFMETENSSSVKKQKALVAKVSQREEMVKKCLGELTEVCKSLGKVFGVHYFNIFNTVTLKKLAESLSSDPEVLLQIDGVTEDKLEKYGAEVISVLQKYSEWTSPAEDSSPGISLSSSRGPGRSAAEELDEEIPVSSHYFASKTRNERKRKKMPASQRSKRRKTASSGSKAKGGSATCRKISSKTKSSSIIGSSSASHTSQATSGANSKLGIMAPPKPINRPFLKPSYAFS
# JMJD2A Tudor inh: JMJD2A Tudor domain (human) inhibition. O75164. AlphaScreen JMJD2A-Tudor / H3K4me3 peptide binding. Potency, µM (titrated, usually from 114 µM), for the others: at the highest dose activity change, negative = inhibition, usual class: inhibitors. hit rate 4.4% among 390,000. AID 504339; also: % is scaled to controls: 0 for no effect and ±100 for the full control effect; nearly all actives have a fitted effect of over 50% in size
# BAZ2B inh: blocks human BAZ2B. AlphaScreen BAZ2B-H3K14Ac peptide displacement. Potency, µM (series often up to 114 µM), without a hit: at the highest dose activity change, negative = inhibition, usual class: inhibitors. Q9UIF8. hit rate 4.4% among 360,000; also: % is scaled to controls: 0 for no effect and ±100 for the full control effect; nearly all actives have a fitted effect of over 60% in size
#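 In this displacement format the biotinylated H3(5-23) peptide acetylated at Lys14 serves as ligand at 50 nM, with BAZ2B at 50 nM in PBS pH 7.4 containing 0.01% Tween-20. Donor and acceptor beads are 10 ug/mL final.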
# Pol iota inh: DNA polymerase iota (human) inhibition | Potency, µM (top dose mostly 115 µM), for inactives: top-dose activity, negative = inhibition, actives largely listed as inhibitors | Q9UNA4 | Pol iota fluorescent replication assay, 10 min | hit rate 1% among 390,000
#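 Pol iota at 10 nM preincubated 15 min with compounds at room temperature; reaction started with fluorescent substrate, 50 nM final. Fluorescence read kinetically at 0 and 10 min; buffer-only wells as negative control.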
# APE1 inh: inhibitors of human APE1 endonuclease. Potency, µM (doses to about 65.8 µM), for inactives: at the top dose activity change, negative = inhibition, usual class: inhibitors. recombinant APE1, TAMRA/BHQ-2 abasic DNA cleavage fluorescence. AID 2517. P27695. hit rate 0.35% among 350,000;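 also: plate controls were vehicle for no effect and reference inhibitor for full effect; nearly all actives have a fitted effect of over 55% in size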
#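 Quantitative HTS: incision of a TAMRA/BHQ-2 double-stranded substrate bearing a tetrahydrofuran abasic site by 0.75 nM APE1 raises fluorescence. Substrate 50 nM final, added after 15 min compound preincubation at room temperature; progress as third-minus-first kinetic read difference.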
# Pol kappa inh: DNA polymerase kappa (human) inhibition. Q9UBT6. purified Pol kappa, fluorescent DNA synthesis assay, 10 min. Potency, µM (doses to about 107 µM), without a hit: at the top dose activity, negative = inhibition, hits mostly inhibitors. hit rate 0.53% among 400,000. AID 588579; also: % is scaled to controls: 0 for no effect and ±100 for the full control effect
#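 Kinetic fluorescence readout at 0 and 10 min followed reaction start with substrate at 50 nM final. Beforehand, enzyme (10 nM Pol kappa) stood 15 min with compound at room temperature; buffer-only wells were negative controls.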
# POLB inh: inhibitors of human DNA polymerase beta. P06746. Pol beta primer extension/strand displacement, fluorescence kinetic. Potency, µM (highest dose often 114 µM), for inactives: at the top dose activity change, negative = inhibition, most hits filed as inhibitors. hit rate 1.3% among 340,000; also: % is scaled to controls: 0 for no effect and ±100 for the full control effect
#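 Values derive from four-parameter Hill fits of normalized kinetic data: reads at 0 and 10 min following addition of 50 nM substrate to 10 nM Pol beta preincubated 15 min with compound.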
# G9a block: G9a (human) methyltransferase inhibition; Q96KQ7; AID 504332; Potency, µM (series often up to 102 µM), for the others: top-dose activity, negative = inhibition, usual class: inhibitors; G9a H3K9 monomethylation, AlphaScreen, 2 h; hit rate 8.8% among 350,000; also: % is scaled to controls: 0 for no effect and ±100 for the full control effect; nearly all actives have a fitted effect of over 75% in size
#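 Compounds were preincubated with 20 nM G9a for 15 min, after which biotinylated H3K9 peptide (500 nM) and SAM (20 uM) started a 2 h room-temperature reaction. Monomethylated product was quantified by antibody-based AlphaScreen chemiluminescence.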
# Pol eta inh: inhibitors of human DNA polymerase eta. Q9Y253. recombinant Pol eta, fluorescent DNA replication assay. Potency, µM (doses to about 114 µM), for the others: at the top dose activity change, negative = inhibition, hits mostly inhibitors. hit rate 1.2% among 390,000; also: % is scaled to controls: 0 for no effect and ±100 for the full control effect
#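 Fluorescent replication assay: 50 nM final substrate added after a 15 min room-temperature compound preincubation with 10 nM enzyme. Signal taken at 0 min and again at 10 min.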
# The depositor's hits bear a star; ? = inconclusive; · = not tested or not shown; & = joins results of further samples; [ ] = dose if it differs, or a comment. Calls follow the shape of the dose curve; as a rule, active = well fitted curve in the direction sought with a large enough effect; inconclusive = small, poorly fitted or top-dose-only effect, or another doubt; inactive = no such curve, though single readings can be large; an effect the other way counts as inactive or inconclusive. Potency is read from the fitted curve at half-maximal effect. Not all compounds are listed. The share of hits here may be higher or lower than overall.
1) Cc1ccc(NC(=O)C2CCCN2C(=O)NC2CCCCC2)cc1 (stereo not given)
2) Cc1cc(/C=C2/C(=N)N3C(c4ccccc4)=CSC3=NC2=O)c(C)n1-c1ccccc1
3) COc1cc(OC)c2ccc(=O)oc2c1C(CC(=O)N1CCCC(C)C1)c1ccc2c(c1)OCO2 (stereo not given)
4) CCC(=O)N(c1nnc(SCC(=O)NN2C(=O)NC3(CCC(C)CC3)C2=O)s1)C1CC1 (stereo not given)
5) C[C@H](CO)N1C[C@H](C)[C@@H](CN(C)S(=O)(=O)c2ccc(F)cc2)Oc2ccc(NC(=O)Nc3ccc(C(F)(F)F)cc3)cc2C1=O
6) CN(Cc1ccco1)c1ccnc(-c2cccnc2)n1
7) O=[N+]([O-])c1cccc(S(=O)(=O)N2CCCC2)c1
8) Cc1c(NC2=C(Cl)C(=O)N(c3ccccc3Cl)C2=O)c(=O)n(-c2ccccc2)n1C

screen / no.	1	2	3	4	5	6	7	8
BLM inh	3%	-11%	-17%	·	·	2%	2%	1%
JMJD2A Tudor inh	9%	-13%	?	8%	-21%	·	-7%	?
BAZ2B inh	?	4%	50µM*	4%	·	·	-7%	-38%
Pol iota inh	6%	67%[activator]	?	-7%	-15%	·	8%	?
APE1 inh	4%	1%	?	50%[activator]	-9%	?	3%	-15%
Pol kappa inh	-7%	-14%	?	11%	6%	25µM*	-4%	-23%
POLB inh	2%	5%	40µM*	·	·	·	14%	?
G9a block	-3%	50µM*	6%[12.7 µM]	13%[2.33 µM]	·	8%[0.501 µM]	-12%	40µM*
Pol eta inh	-2%	-21%	40µM*	-19%	-16%	·	-13%	?

9) COc1ccc(NC(=O)C(=O)NCCC2CCCCN2S(=O)(=O)c2ccccc2)cc1 (stereo not given)
10) O=C(N/N=C\c1ccc(-c2ccc(Cl)c(Cl)c2)o1)C(=O)N1CCCC1
11) CCCSc1ncnc2sc(C)c(C)c12
12) CCOC(=O)Cc1csc(NC(=O)Cc2cccs2)n1
13) Cc1noc(NS(=O)(=O)c2ccc(N/C=C\C(=O)c3ccc4c(c3)OCO4)cc2)c1C
14) Cc1ccc(S(=O)(=O)NCC(=O)NC2CCCC2)cc1
15) CCN(CC)S(=O)(=O)c1cccc(C(=O)OCC(=O)Nc2ccc3c(c2)c2ccccc2n3CC)c1
16) CCCC(=O)Nc1cc(-c2nnc(OC)c3ccccc23)ccc1N1CCOCC1

screen / no.	9	10	11	12	13	14	15	16
BLM inh	·	-2%	-7%	-20%	-7%	6%	0%	·
JMJD2A Tudor inh	-12%	-8%	61%[activator]	45µM*	-32%	-4%	-18%	-7%
BAZ2B inh	10%	-2%	-5%	50µM*	?	-2%	-5%	·
Pol iota inh	25%	-4%	-14%	?	?	-2%[58.9 µM]	1%	16%
APE1 inh	-7%	12%	1%	?	-3%	5%	-2%	·
Pol kappa inh	-8%	-16%	-23%	?	-1%	1%	-9%	-11%
POLB inh	·	4%	-3%	14µM*	12%	9%	-24%	·
G9a block	-41%	·	-34%	-6%	-20%[12.7 µM]	-7%[59 µM]	-21%[59 µM]	·
Pol eta inh	0%	-1%	-7%	18µM*	?	-3%	-8%	-11%

17) Cc1occc1-c1nnc(SC(C)C(=O)Nc2ccccc2F)o1 (stereo not given)
18) CCOc1ccc(-c2noc(CCC(N)=O)n2)cc1OCC
19) CC(OC(=O)CC1CC2CCC1C2)C(=O)Nc1ccc(C(N)=O)cc1 (stereo not given)
20) NS(=O)(=O)c1ccc(CCNC(=O)COC(=O)/C=C/c2ccccc2Cl)cc1
21) CC(NC(=O)c1cccnc1Sc1ccccc1)c1ccc(S(N)(=O)=O)cc1 (stereo not given)
22) Cc1ccc(CN2CCNC(=O)C2CC(=O)N(Cc2c(C)nn(C)c2C)C2CC2)o1 (stereo not given)
23) CCC1(C)Cc2[nH]c(=O)c(C#N)cc2CO1 (stereo not given)
24) COC(=O)C1=C(C)N(CC2CC2)C(=NCc2cccc(Cl)c2)N[C@H]1c1ccccc1

screen / no.	17	18	19	20	21	22	23	24
BLM inh	·	1%	·	-1%	-11%	-5%	0%	-3%&-3%
JMJD2A Tudor inh	0%	-21%	0%	6%	-18%	-2%	0%	?
BAZ2B inh	-4%	-1%	-3%	·	-8%	2%	11%	8%
Pol iota inh	17%	23%	16%	14%	7%	38%[activator]	-1%	-33%
APE1 inh	23%	0%	4%	-3%	-4%	3%	-11%	1%&50%
Pol kappa inh	-5%	-1%	6%	-7%	-9%	-3%	-15%	-3%
POLB inh	·	6%	·	0%	6%	10%	-9%	1%&10%
G9a block	-22%	-20%	?	?	7%	10%	-32%	2%[12.7 µM]
Pol eta inh	0%	-13%	-13%	-10%	-19%	-22%	4%	-16%

25) CCCC1(c2ccccc2)NC(=O)N(CC(=O)Nc2ccc3c(c2)OCCO3)C1=O (stereo not given)
26) Cc1ccc(NC(=O)Nc2ncnc3nc[nH]c23)cc1
27) Cc1onc(-c2ccccc2Cl)c1NC(=O)NCc1cccs1
28) CC1CCCC(C)N1CCCNC(=O)c1csc2c1CCCCC2 (stereo not given)
29) CC1(C)COC(c2cccc(C3=NC(C)(C)CO3)n2)=N1
30) COc1cc(NC(=O)c2cc3c(=O)n(Cc4cccs4)ccc3nc2C)cc(OC)c1OC
31) Cc1ccc(NS(=O)(=O)c2ccc(-n3cccn3)cc2)c(Br)c1
32) COc1ccccc1C(=O)NC(=O)COC(=O)c1ccc(NC(=O)CC#N)cc1

screen / no.	25	26	27	28	29	30	31	32
BLM inh	·	0%	-3%	1%	3%	2%	-5%	·
JMJD2A Tudor inh	-25%	-17%	4%	-14%	20µM*	-24%	-2%	-14%
BAZ2B inh	·	-38%	6%	-5%	-38%	-18%	-7%	5%
Pol iota inh	-10%	6%	15%	5%	29%	-13%	26%	10%
APE1 inh	-6%	4%	-1%	-1%	-5%	·	·	-3%
Pol kappa inh	-2%	4%	-3%	-11%	-1%	17%	-10%	-9%
POLB inh	·	4%	0%	9%	-14%	-19%	1%	·
G9a block	·	-8%	7%[59 µM]	·	-6%[59 µM]	1%[59 µM]	-1%[59 µM]	-21%
Pol eta inh	-11%	8%	-21%	2%	-21%	-9%	-16%&-8%	-3%

33) O=C(Nc1ccc(S(=O)(=O)N2CCCCCC2)cc1)c1ccco1
34) O=C(NC1CCCc2ccccc21)C1CCN(c2c3c(nc4ncnn24)CCC3)CC1 (stereo not given)
35) COc1cc(OC)c(C2CC(=O)N3CN(C)CSC3=C2C#N)cc1OC (stereo not given)
36) Cc1cc(-c2nc(-c3ccncc3)no2)ccc1[N+](=O)[O-]
37) CNC(=S)Nc1ccc(N2CCCC2)c(S(=O)(=O)Nc2ccc(OC)cc2)c1
38) O=C1CCCN1CCCNS(=O)(=O)c1cccs1
39) CCCc1cc(=O)[nH]c(SCCCCN2C(=O)c3ccccc3C2=O)n1
40) CCOc1ccccc1N(C)C(=O)Cn1nc(Cc2ccncc2)c2ccccc2c1=O

screen / no.	33	34	35	36	37	38	39	40
BLM inh	-2%	-2%	2%	-2%	·	·	-2%	-2%
JMJD2A Tudor inh	-7%	-15%	4µM*	?	?	2%	-6%	-11%
BAZ2B inh	10%	15%	-36%	-24%	·	·	-11%	-12%
Pol iota inh	16%	19%	-12%	129%[activator]	-14%	31%[activator]	36%[activator]	?
APE1 inh	17%	14%	-3%	0%	-6%	-6%	-3%	·
Pol kappa inh	-5%	4%	6%	1%	-14%	1%	-9%	-42%
POLB inh	7%	2%	3%	4%	·	·	-1%	20%
G9a block	?	1%[12.7 µM]	1.3µM*	-13%	·	·	-13%	2%[59 µM]
Pol eta inh	-18%	-6%	-2%	-20%	-18%	-18%	-11%	-9%

41) CCCOc1nc2c(c(=O)n(C)c(=O)n2C)n1Cc1cccc2ccccc12
42) C=CCN(c1ccccc1)S(=O)(=O)c1cccc(C(=O)OCC(=O)NC2CC2)c1
43) Cc1cc(C)c(C)c(S(=O)(=O)NC(C(=O)NCCc2ccco2)C(C)C)c1C (stereo not given)
44) N#C/C(=C\c1ccc(OCC(N)=O)cc1)c1ccccc1
45) Cc1ccc(NC(=O)CN2C(=O)NC(Cc3c[nH]c4ccccc34)C2=O)cc1 (stereo not given)

screen / no.	41	42	43	44	45
BLM inh	-6%	0%	·	2%	·
JMJD2A Tudor inh	-20%	-13%	-24%	-13%	-24%
BAZ2B inh	·	-1%	?	1%	-4%
Pol iota inh	-3%	26%	?	-11%	-6%
APE1 inh	1%	-2%	-9%	4%	-7%
Pol kappa inh	-3%	-5%	-7%	1%	-6%
POLB inh	1%	0%	·	32%	·
G9a block	?	8%	-3%[12.7 µM]	4%[59 µM]	?
Pol eta inh	-17%	-1%	-8%	-13%	-5%

# Structural class, the compounds so far with an aryl methoxy group
3) COc1cc(OC)c2ccc(=O)oc2c1C(CC(=O)N1CCCC(C)C1)c1ccc2c(c1)OCO2 (stereo not given)
9) COc1ccc(NC(=O)C(=O)NCCC2CCCCN2S(=O)(=O)c2ccccc2)cc1 (stereo not given)
16) CCCC(=O)Nc1cc(-c2nnc(OC)c3ccccc23)ccc1N1CCOCC1
30) COc1cc(NC(=O)c2cc3c(=O)n(Cc4cccs4)ccc3nc2C)cc(OC)c1OC
32) COc1ccccc1C(=O)NC(=O)COC(=O)c1ccc(NC(=O)CC#N)cc1
35) COc1cc(OC)c(C2CC(=O)N3CN(C)CSC3=C2C#N)cc1OC (stereo not given)
37) CNC(=S)Nc1ccc(N2CCCC2)c(S(=O)(=O)Nc2ccc(OC)cc2)c1

screen / no.	3	9	16	30	32	35	37
BLM inh	-17%	·	·	2%	·	2%	·
JMJD2A Tudor inh	?	-12%	-7%	-24%	-14%	4µM*	?
BAZ2B inh	50µM*	10%	·	-18%	5%	-36%	·
Pol iota inh	?	25%	16%	-13%	10%	-12%	-14%
APE1 inh	?	-7%	·	·	-3%	-3%	-6%
Pol kappa inh	?	-8%	-11%	17%	-9%	6%	-14%
POLB inh	40µM*	·	·	-19%	·	3%	·
G9a block	6%[12.7 µM]	-41%	·	1%[59 µM]	-21%	1.3µM*	·
Pol eta inh	40µM*	0%	-11%	-9%	-3%	-2%	-18%
